# Assay outcomes from PubChem BioAssay.
# S1P3 antag: S1P3 receptor antagonists, primary screen, cell-based | Sphingosine 1-phosphate receptor 3 (Homo sapiens), Q99500 | hit rate 0.27% among 170,000 | inhibition, % at 4.98 µM | CHO S1P3 NFAT-BLA reporter, FRET fluorescence, antagonist mode;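 active = inhibition above the plate cutoff, the mean inhibition of test wells on that plate plus 3 SD, cut at about 28% in these data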;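 note: cells challenged with S1P at its EC80 of 0.8 µM; blue over green emission ratio from cleaved BLA substrate after 4 h stimulation; 0% = S1P-stimulated wells and 100% = unstimulated DMSO-only wells; some compounds past the cut are filed as inactive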
# PPARg SRC2 recr: agonists of PPARg-SRC-2 recruitment, primary screen, biochemical, HTS; Peroxisome proliferator-activated receptor gamma (Homo sapiens), P37231; PPARgamma LBD-SRC-2 recruitment; activation, % at 8 µM; hit rate 0.34% among 200,000; AID 1032, 2008; in the data active = activation above about 22%;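 note: 0% = vehicle and 100% = reference agonist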
# Target sequence (P37231 whole entry, looked up, the tested form may be a part): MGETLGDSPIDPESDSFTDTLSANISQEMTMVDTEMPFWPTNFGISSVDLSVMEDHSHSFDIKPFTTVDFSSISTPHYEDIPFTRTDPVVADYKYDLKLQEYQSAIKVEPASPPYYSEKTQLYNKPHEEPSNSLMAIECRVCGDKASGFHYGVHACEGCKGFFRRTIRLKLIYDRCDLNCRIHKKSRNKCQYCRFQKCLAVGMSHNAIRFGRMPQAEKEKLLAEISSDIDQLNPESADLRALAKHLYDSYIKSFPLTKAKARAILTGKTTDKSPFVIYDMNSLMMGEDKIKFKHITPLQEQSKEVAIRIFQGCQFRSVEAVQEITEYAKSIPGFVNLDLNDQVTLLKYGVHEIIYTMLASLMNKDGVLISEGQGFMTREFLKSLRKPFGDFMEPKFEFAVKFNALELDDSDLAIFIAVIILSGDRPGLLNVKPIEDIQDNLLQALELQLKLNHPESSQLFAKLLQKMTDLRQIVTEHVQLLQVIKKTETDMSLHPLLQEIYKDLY
# Diaphorase act: compounds boosting diaphorase resazurin reduction – biochemical, uHTS, resorufin fluorescence, counter-screen for diaphorase-coupled primary assays, primary screen; Diaphorase/resazurin coupled assay, 16 min; active compounds read high; 1 = vehicle wells, 0 = NADH-free wells; activation factor at 20 µM; hit rate 0.005% among 190,000; AID 1229, 2008;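 active = diaphorase activity raised at least twofold by the compound at 20 µM; inactive = activation factor below 2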
#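 System – purified diaphorase enzyme from Clostridium kluyveri · Input – enzyme 0.07 U/mL final · Also added – final NADH 0.114 mM, resazurin 0.1 mM · Measured by – fluorescence of resorufin, 544 nm excitation, 590 nm emission · Timing – 16 min enzyme reaction, ambient temperature · Measure – resorufin increase flagging diaphorase activators or reducers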
# PMI activator: activators of human PMI, primary screen, biochemical, fluorescence intensity, near-Km mannose 6-phosphate; activation factor at 20 µM; hit rate 0.005% among 190,000; Mannose-6-phosphate isomerase (Homo sapiens), P34949; purified human PMI, coupled resazurin fluorescence, 20 min; active compounds read high; 1 = vehicle control, 0 substrate-free wells;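 active = activation factor of 2 or more at 20 µM, relative to plate controls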
# PPARg SRC-3 ag: PPARgamma agonists recruiting SRC-3 coactivator, primary screen, biochemical | biochemical PPARgamma/SRC-3 coactivator recruitment assay | Peroxisome proliferator-activated receptor gamma (Homo sapiens), P37231 | AID 731, 2007 | hit rate 0.26% among 200,000 | activation, % at 8 µM; in the data active = activation above about 23%;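 note: 0% = DMSO and 100% = reference agonist; some compounds past the cut are filed as inactive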
# TR-FRET SRC-2 ct: TR-FRET signal artefacts, primary screen, artefact control for PPARgamma SRC-2 agonist project, biochemical; TR-FRET artefact counter-screen; active compounds read high; TR-FRET ratio at 8 µM; hit rate 0.4% among 200,000; AID 1049, 2008; in the data active = TR-FRET ratio above about 2000; note: inactives centre near 1500
# Diaphorase inh: diaphorase inhibitors and chemical oxidizers, primary screen, counter-screen for diaphorase-coupled primary assays, biochemical, uHTS, resorufin fluorescence. diaphorase resazurin-to-resorufin fluorescence, NADH, 16 min; bacterial (C. kluyveri) enzyme, not human. inhibition, % at 20 µM. hit rate 0.69% among 190,000. AID 1217, 2008;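 active = primary screen inhibition at 20 µM above a set limit, cut at about 50% in these data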;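 note: plate controls were DMSO with full reaction for no effect and wells lacking NADH for full effect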
#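 material = Clostridium kluyveri diaphorase enzyme | amount = 0.14 U/mL diaphorase, enzyme working solution | schedule = incubation 16 min, room temperature | detection = fluorescence of resorufin formed from resazurin, Ex 544/Em 590 nm | benchmarks = positive control minus NADH, DMSO neutral control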
# PPARg SRC-1 ag: PPARgamma agonists recruiting SRC-1 coactivator, primary screen, biochemical; AID 631, 2007; activation, % at 8 µM; Peroxisome proliferator-activated receptor gamma (Homo sapiens), P37231; PPARgamma-SRC-1 coactivator recruitment biochemical assay; hit rate 0.41% among 200,000; in the data active = activation above about 19%;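 note: 0% = DMSO and 100% = reference agonist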
# G6PDH counter: L. mesenteroides G6PDH inhibitors, counter-screen for G6PDH-coupled screening assays, biochemical, Leuconostoc mesenteroides enzyme; inhibition, % at 5 µM; AID 1020, 2008; Purified L. mesenteroides G6PDH, diaphorase/resazurin coupled fluorescence, 45 min; hit rate 0.12% among 200,000; glucose-6-phosphate dehydrogenase [Leuconostoc mesenteroides]; in the data active = inhibition above about 50%
# ROMK primary: ROMK potassium channel modulators, primary screen, cell-based, thallium flux, MLSMR library. ATP-sensitive inward rectifier potassium channel 1 (Homo sapiens), P48048. Tet-inducible ROMK, thallium flux fluorescence; actives lie on both sides. B-score at 10 µM. hit rate 2% among 130,000. AID 1918, 2009;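 active = signal ratio slope over the read window, or its plate-corrected B-score, at least 3 SD from the plate mean, either direction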;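 note: B-score of the F/F0 ratio slope over 7 to 12 s after thallium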
# Target sequence (P48048 whole entry, looked up): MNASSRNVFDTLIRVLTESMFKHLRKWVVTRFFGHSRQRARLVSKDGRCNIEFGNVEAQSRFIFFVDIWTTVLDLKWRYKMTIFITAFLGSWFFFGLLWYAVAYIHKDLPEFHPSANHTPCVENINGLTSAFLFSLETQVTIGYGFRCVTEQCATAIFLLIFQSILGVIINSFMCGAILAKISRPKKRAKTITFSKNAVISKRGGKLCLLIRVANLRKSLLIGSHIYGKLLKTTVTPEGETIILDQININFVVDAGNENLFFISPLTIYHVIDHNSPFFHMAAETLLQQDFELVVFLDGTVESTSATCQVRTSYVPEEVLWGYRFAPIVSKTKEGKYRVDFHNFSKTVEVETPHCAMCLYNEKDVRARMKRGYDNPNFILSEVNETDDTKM
# PMI act hi M6P: human PMI activators, high substrate, primary screen, biochemical, fluorescence intensity, near-saturating mannose 6-phosphate; Mannose-6-phosphate isomerase (Homo sapiens), P34949; coupled PMI enzyme assay, resazurin fluorescence, 20 min; active compounds read high; 1 = untreated enzyme, 0 = substrate-free blank; activation factor at 20 µM; hit rate 0.34% among 190,000; AID 1216, 2008;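 active = activation factor of 2 or more at 20 µM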
#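 assay system = human phosphomannose isomerase with PGI, G6PDH, diaphorase coupling enzymes | quantity = 15 ng/mL PMI | incubation = enzyme reaction with compound 20 min at room temperature | medium = HEPES pH 7.4 buffer with MgCl2 and Tween-20 | compound dosing = one concentration, 20 µM, in 1% DMSO | measured by = Diaphorase-driven resazurin-to-resorufin fluorescence, excitation 544, emission 590 nm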
# Active calls of the source: *; . = no result given. Not a hit list; about 3.3% have a hit in one of these screens.
SMILES,S1P3 antag,PPARg SRC2 recr,Diaphorase act,PMI activator,PPARg SRC-3 ag,TR-FRET SRC-2 ct,Diaphorase inh,PPARg SRC-1 ag,G6PDH counter,ROMK primary,PMI act hi M6P
CCOc1ccccc1NC(=O)CSc1nnc(-c2cnccn2)n1C,.,-2,0.8,1,-1,1605,15,9,-7,.,1
Cc1ccc(Nc2ncnc3sc(C)c(C)c23)cc1C,.,10,0.8,0.8,16,1638,18,5,6,.,0.9
Cc1ccccc1OCC(=O)NCC1CCCO1 (centres undefined),2,8,1,1,3,1477,2,-3,-6,.,1
COc1ccc(-c2cc(C(=O)N3CCN(C(c4ccccc4)c4ccccc4)CC3)no2)cc1,-6,-2,0.9,0.9,-5,1440,11,8,-5,.,1
CCCCOc1ccc(/C=C/C(=O)OCC(=O)N2CC(=O)Nc3ccccc32)cc1OCC,-12,3,0.7,0.7,0,1565,26,6,-5,.,0.8
Cc1c(O)nc(SC2CC(=O)N(c3ccccc3)C2=O)[nH]c1=O (centres undefined),-11,-6,1.1,1,-4,1236,-7,-5,8,.,1
CC(=O)c1ccc(NC(=S)NCC(c2ccco2)N2CCCC2)cc1 (centres undefined),12,9,1.1,1.1,6,1416,-7,5,5,-0.0081,1.1
CCOC(=O)CN1CC23C=CC(O2)C(C(=O)O)C3C1=O (centres undefined),-1,8,1,1,11,1645,-1,3,8,.,1.1
Cc1ccc(C)c(NC2=NS(=O)(=O)c3ccccc32)c1,-27,4,0.8,0.9,7,1437,15,2,0,.,0.9
COC(=O)c1c(NS(=O)(=O)c2ccc(C)cc2)sc2c1CCC(C)C2 (centres undefined),.,6,0.8,1,16,1549,23,-4,2,.,0.9
CCCCOCCCNC(=O)COc1ccccc1,-7,-2,0.9,1,-3,1604,9,-4,-13,.,1
O=C(Nc1ccc(S(=O)(=O)N2CCCCC2)cc1)c1ccc(CN2CCc3ccccc3C2)cc1,.,7,1,1.2,2,1576,4,13,4,.,1.3
CCOc1ccc2c(c1)N(C(=O)CN1C(=O)CCC1=O)C(C)(C)C=C2C,17,-1,0.8,1,-6,1541,19,0,12,.,0.9
CCCCCNC(=O)c1cc(S(=O)(=O)N2CCCCC2)ccc1F,14,-1,0.9,1,2,1701,6,-2,6,.,1.1
CC(=O)Nc1ccc(C(=O)Cn2nnc3ccccc3c2=O)cc1,-7,13,0.9,1,12,1519,15,5,1,0.81,1
Cc1cc(C)cc(NC(=O)N2CCCCCCC2)c1,-6,12,0.8,1,7,1531,15,-1,0,.,0.9
C/C(=N\N=C(c1ccccc1)c1ccccc1)c1cccs1,.,-5,0.8,1,-5,1325,21,5,3,-0.96,0.9
COc1cc(NS(=O)(=O)c2cc(C(=O)N3CCN(C(C)=O)CC3)ccc2OC)cc(OC)c1,2,-7,0.9,1,-3,1327,6,0,5,0.28,1
COCCN(C(=O)CCCC(=O)Nc1ccccn1)C(C(=O)NC1CCCC1)c1ccc(C)cc1 (centres undefined),5,2,0.8,0.9,-13,1374,22,-13,0,.,1
CCN(CC(=O)NCCc1ccccc1)S(=O)(=O)c1ccc(C)cc1,-11,6,0.8,0.9,2,1622,16,1,1,1.4,0.9
CS(=O)(=O)N(CC(=O)Nc1ccc2c(c1)OCO2)Cc1ccc(Cl)cc1,25,2,0.8,0.9,-3,1504,21,3,-19,-0.55,0.9
COc1ccc(-c2cc(C(F)(F)F)n3nc(C(=O)NCCN4CCOCC4)cc3n2)cc1,6,3,1,0.8,4,1391,0,-10,14,-0.028,0.8
c1ccc2sc(NC3=NCN(C4CCCCC4)CN3)nc2c1,.,-9,1,1,4,1367,4,0,4,.,1.1
Cc1ccccc1NC(=O)c1cc(C(=O)c2cc(Cl)ccc2O)cn(-c2ccccc2C)c1=O,0,7,0.9,1,-1,1737,10,4,7,0.00041,0.9
CC(C)NC(=S)N/N=C1\CCCc2ccccc21,-13,3,0.7,1,7,1486,32,14,-3,0.84,1

# 2 compounds drawn at random from those above, as already listed:
SMILES,S1P3 antag,PPARg SRC2 recr,Diaphorase act,PMI activator,PPARg SRC-3 ag,TR-FRET SRC-2 ct,Diaphorase inh,PPARg SRC-1 ag,G6PDH counter,ROMK primary,PMI act hi M6P
CCOc1ccc2c(c1)N(C(=O)CN1C(=O)CCC1=O)C(C)(C)C=C2C,17,-1,0.8,1,-6,1541,19,0,12,.,0.9
Cc1ccccc1OCC(=O)NCC1CCCO1 (centres undefined),2,8,1,1,3,1477,2,-3,-6,.,1

# Further entries:
SMILES,S1P3 antag,PPARg SRC2 recr,Diaphorase act,PMI activator,PPARg SRC-3 ag,TR-FRET SRC-2 ct,Diaphorase inh,PPARg SRC-1 ag,G6PDH counter,ROMK primary,PMI act hi M6P
Cc1cc(SCC(=O)c2ccccc2)nc(C)n1,-18,-4,0.9,1,4,1332,11,0,-2,.,1.1
COCCCn1c(=S)[nH]c2sc3c(c2c1=O)CCCS3,0,44*,0.7,1,36*,2732*,32,43*,3,0.86,1
CC(=O)c1cc2c(cc1NC(=O)CN1CCC(Cc3ccccc3)CC1)OCO2,.,-1,0.9,0.8,-6,1506,13,2,9,.,0.9
O=C(Cc1ccccc1F)Nc1ccc(Cl)nc1,.,-5,1,1,-10,1454,-4,-4,6,1.4,1.1
CC1CCCCC1NC(=O)/C(C#N)=C/C=C/c1ccccc1[N+](=O)[O-] (centres undefined),-1,1,0.8,1,2,1626,24,4,3,0.001,0.9
COc1ccc(OC)c(N(CC(=O)Nc2ccc(NC(C)=O)cc2)S(C)(=O)=O)c1,-19,1,0.9,1,1,1435,10,2,2,-0.0072,0.9
NC(=O)N/N=C/c1c(F)cccc1F,-11,4,1,0.9,1,1661,-1,8,10,-1,1
CC(=O)N1CCC(N(CCN2CCOCC2)C(=S)Nc2cc(C)ccc2C)CC1,1,-2,1,0.8,1,1436,0,-2,18,-0.13,0.9
O=c1[nH]c(CN2CCN(C/C=C/c3ccccc3)CC2)nc2ccccc12,6,-4,0.8,0.9,10,1418,16,6,-11,.,0.9
CCOC(CNc1ncnc2c1cnn2C)OCC,-5,-5,1,1,1,1372,-4,-4,-5,.,1
CC(=O)/C=C1\N(C)c2ccc(C)cc2C1(C)C,2,2,0.9,1.1,6,1715,12,-2,4,0.35,1
Cc1ccc2nc(Nc3ccc4[nH]c(=O)[nH]c4c3)c(-n3nc(C)cc3C)nc2c1,24,1,1,0.9,3,1416,-2,-1,-55,-0.5,0.9
CC(C)(C)NCC(O)COc1ccc(Br)cc1 (centres undefined),6,-4,1,1.1,-2,1457,2,-4,8,-0.95,1
O=C(CC(Sc1n[nH]c(-c2ccccc2)n1)c1ccccc1)NCc1ccccc1 (centres undefined),6,-2,0.9,0.9,0,1470,8,6,-5,.,1
COc1ccc(-c2cc(-c3ccc(OC)cc3)nc(-c3ccc4c(c3)NC(=O)CO4)c2)cc1,.,6,1,1,1,1686,4,1,-3,0.25,1
CC(C)(C)NC(=S)NC(=O)C12CC3CCC(CC(C3)C1)C2,5,2,0.9,0.9,4,1283,13,5,-11,.,1
CCCCCOCC1CC(C/C(C)=N/Nc2nc(-c3ccccc3)cs2)C(=O)O1 (centres undefined),.,4,0.8,0.8,2,1589,16,-2,10,.,0.9
O=C(COCc1ccccc1)N[C@@H](Cc1ccc(O)cc1)C(=O)O,-18,-7,0.8,1,4,1353,16,7,8,.,1.1
O=C(NNC(=O)c1cccs1)c1ccc(Cl)cc1,-2,-2,0.9,1,3,1636,8,3,-1,.,1
CC(=O)C1=C(O)C(=O)N(CCC(=O)O)C1c1ccccc1Cl (centres undefined),.,4,0.9,1.1,7,1575,14,3,-3,-0.18,1.1
OCC1(CCCc2ccccc2)CCN(Cc2cnc(N3CCOCC3)s2)CC1,7,-16,0.9,0.9,0,1583,10,0,7,0.3,1
Cc1ccc(NC(=O)Cn2c(=O)n(Cc3ccco3)c(=O)c3ccccc32)c(C)c1,.,1,0.8,0.9,-12,1532,17,-8,4,-0.53,0.9
O=C(NCc1ccccc1)C1CCN(S(=O)(=O)N2CCCCCC2)CC1,-14,2,1,1.1,-4,1463,-1,1,7,.,1

# Of the compounds above, these contain a halogen:
SMILES,S1P3 antag,PPARg SRC2 recr,Diaphorase act,PMI activator,PPARg SRC-3 ag,TR-FRET SRC-2 ct,Diaphorase inh,PPARg SRC-1 ag,G6PDH counter,ROMK primary,PMI act hi M6P
CCCCCNC(=O)c1cc(S(=O)(=O)N2CCCCC2)ccc1F,14,-1,0.9,1,2,1701,6,-2,6,.,1.1
CS(=O)(=O)N(CC(=O)Nc1ccc2c(c1)OCO2)Cc1ccc(Cl)cc1,25,2,0.8,0.9,-3,1504,21,3,-19,-0.55,0.9
COc1ccc(-c2cc(C(F)(F)F)n3nc(C(=O)NCCN4CCOCC4)cc3n2)cc1,6,3,1,0.8,4,1391,0,-10,14,-0.028,0.8
Cc1ccccc1NC(=O)c1cc(C(=O)c2cc(Cl)ccc2O)cn(-c2ccccc2C)c1=O,0,7,0.9,1,-1,1737,10,4,7,0.00041,0.9
O=C(Cc1ccccc1F)Nc1ccc(Cl)nc1,.,-5,1,1,-10,1454,-4,-4,6,1.4,1.1
NC(=O)N/N=C/c1c(F)cccc1F,-11,4,1,0.9,1,1661,-1,8,10,-1,1
CC(C)(C)NCC(O)COc1ccc(Br)cc1 (centres undefined),6,-4,1,1.1,-2,1457,2,-4,8,-0.95,1
O=C(NNC(=O)c1cccs1)c1ccc(Cl)cc1,-2,-2,0.9,1,3,1636,8,3,-1,.,1
CC(=O)C1=C(O)C(=O)N(CCC(=O)O)C1c1ccccc1Cl (centres undefined),.,4,0.9,1.1,7,1575,14,3,-3,-0.18,1.1
